Runt-SMMHC FRET: blocks binding of human RUNX1 Runt domain to CBFb-SMMHC; Q01196+Q13951; Cerulean-Runt/Venus-CBFb-SMMHC FRET ratio 530/480, 1 h; inhibition, % at 20 µM; actives 0.74% (n = 220,000); AID 1434;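 active = mean inhibition across duplicate retests at 20 µM reaching about 50%, limit read from the data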;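 note: 0% = DMSO wells and 100% = wells with excess untagged CBFb-SMMHC; inhibitors lower the FRET ratio by blocking Runt binding to CBFb-SMMHC; some results filed as inactive read as strong as hits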
RBBP9 inhibitor: human RBBP9 hydrolase inhibition. recombinant RBBP9, FP-Rh probe fluorescence polarization. actives 0.2% (n = 220,000). O75884. inhibition, % at 7.94 µM;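 active = inhibition above the campaign mean of all tested compounds plus 3 SD, cut at about 14% in these data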;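 note: plate controls were DMSO wells with RBBP9 for no effect and wells lacking RBBP9 protein for full effect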
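Controls: DMSO-treated enzyme wells and wells lacking RBBP9 | Material: RBBP9 protein | Technique: Fluorescence polarization | Replication: Single well per compound, no replicates | Buffer or medium: Tris-NaCl-Pluronic buffer, pH 8.0 | Timing: 30 min compound preincubation, 45 min probe labeling, 25 °C | Read-out basis: Percent inhibition from mP, scaled between DMSO and no-protein wells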
p97 inhibitor: human p97 ATPase inhibition; P55072; recombinant p97 ATPase, Kinase-Glo ATP luminescence, 3 h; inhibition, % at 8 µM; actives 0.42% (n = 220,000); in the data active = inhibition above about 15%;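 note: 0% = DMSO vehicle and 100% = wells lacking enzyme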
Target sequence (P55072 whole entry, looked up): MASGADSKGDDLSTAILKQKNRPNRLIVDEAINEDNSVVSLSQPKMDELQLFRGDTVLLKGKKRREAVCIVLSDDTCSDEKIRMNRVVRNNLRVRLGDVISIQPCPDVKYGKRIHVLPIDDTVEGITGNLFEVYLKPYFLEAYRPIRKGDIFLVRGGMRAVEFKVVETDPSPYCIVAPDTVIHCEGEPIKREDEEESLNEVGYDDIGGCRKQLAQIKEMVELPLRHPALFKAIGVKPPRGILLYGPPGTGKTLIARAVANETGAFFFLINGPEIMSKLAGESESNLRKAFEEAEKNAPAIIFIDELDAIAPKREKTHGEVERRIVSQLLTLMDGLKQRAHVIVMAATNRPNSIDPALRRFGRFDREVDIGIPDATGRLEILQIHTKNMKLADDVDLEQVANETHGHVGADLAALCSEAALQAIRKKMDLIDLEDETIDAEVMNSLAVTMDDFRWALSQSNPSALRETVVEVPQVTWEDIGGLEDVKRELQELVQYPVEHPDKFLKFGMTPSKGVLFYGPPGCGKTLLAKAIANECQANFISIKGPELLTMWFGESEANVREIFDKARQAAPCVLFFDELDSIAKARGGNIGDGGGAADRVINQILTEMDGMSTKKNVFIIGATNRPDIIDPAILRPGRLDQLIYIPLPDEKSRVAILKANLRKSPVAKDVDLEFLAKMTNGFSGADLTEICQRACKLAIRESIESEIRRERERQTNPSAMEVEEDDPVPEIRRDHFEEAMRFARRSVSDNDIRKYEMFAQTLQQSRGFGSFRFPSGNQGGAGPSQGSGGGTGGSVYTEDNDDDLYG
EBV gp42 inh: inhibitors of Epstein-Barr virus glycoprotein 42; Q1HVG2; Fluorescence polarization binding assay, mP read-out; inhibition, % (tested at 21.74 µM); actives 0.42% (n = 220,000); AID 1085; in the data active = inhibition above about 50%
Target sequence (Q1HVG2 whole entry, looked up): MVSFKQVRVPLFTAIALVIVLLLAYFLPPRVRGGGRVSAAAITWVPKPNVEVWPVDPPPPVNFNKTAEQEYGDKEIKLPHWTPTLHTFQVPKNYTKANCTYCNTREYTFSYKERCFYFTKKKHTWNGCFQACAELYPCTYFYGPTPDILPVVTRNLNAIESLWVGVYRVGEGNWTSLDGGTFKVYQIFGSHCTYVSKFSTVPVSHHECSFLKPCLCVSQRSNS
m-calpain inh: inhibitors of pig calpain II | actives 0.37% (n = 220,000) | inhibition, % at 16 µM | purified calpain II, fluorogenic peptide substrate, 30 min;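 active = inhibition above about 50%, limit read from the data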
Furin inhibitor: human furin inhibition; P09958; purified furin, fluorogenic substrate cleavage; inhibition, % at 30 µM; actives 0.061% (n = 220,000); in the data active = inhibition above about 25%; note: inactives centre near -15
p47phox inh: blocks human p47phox regulatory protein of NADPH oxidases | P14598 | p47phox/p22phox peptide binding, fluorescence polarization, 2 h | inhibition, % at 24.7 µM | actives 0.53% (n = 220,000) | AID 1274;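 active = inhibition above about 30%, limit read from the data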;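 note: 0% = p47phox with labelled peptide and 100% = labelled peptide alone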
TbHK1 inh: blocks Trypanosoma brucei hexokinase 1 activity. actives 0.11% (n = 220,000). recombinant TbHK1, G6PDH-coupled NADH A340. inhibition, % at 10 µM;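 active = inhibition of 50% or more in the single-dose primary screen; inactive = inhibition below 50%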
Runt-CBFb FRET: blocks binding of human RUNX1 Runt domain to CBFb. Q01196+Q13951. Cerulean-Runt/Venus-CBFb FRET ratio 530/480, 1 h. inhibition, % at 20 µM. actives 0.46% (n = 220,000);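 active = inhibition over about 50% at 20 µM in the single-dose screen, limit read from the data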;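 note: 0% = DMSO wells and 100% = excess unlabeled CBFb competitor control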
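Measured by: fluorescence energy transfer, 422 nm excitation, 530/480 nm emission; test system: Cerulean-tagged RUNX1 Runt domain (FRET donor) fusion protein; buffer or medium: Tris pH 7.5 buffer with BSA; compound: one dose, 20 µM compound, 1% DMSO; times: two 1 h room-temperature incubations shielded from light; benchmarks: unlabeled CBFb 5 µM, positive control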
* marks the source's active call; other numbers are inactive results; . = not tested or not shown; [ ] = remark or other dose.

compound,Runt-SMMHC FRET,RBBP9 inhibitor,p97 inhibitor,EBV gp42 inh,m-calpain inh,Furin inhibitor,p47phox inh,TbHK1 inh,Runt-CBFb FRET
CC(C)(C)OC(=O)NCCCC[C@@H](C(=O)N1CCN(C(=O)OC(C)(C)C)CC1)n1cc(CCC(=O)O)nn1,-2,8,-2,-11,17,-26,-7,-6,-1
COC(=O)c1ccc(CO/N=C(\NC(C)=O)c2nonc2NC(C)=O)cc1,-2,2,8,-12,11,-19,-9,-5,1
COc1cccc(/C=N/NC(=O)CNC(=O)c2ccc(S(=O)(=O)N3CCCC3)cc2)c1OC,-4,-10,4,1,-61,-29,0,-1,1
O=C(CN1CCCC1)Nc1ccc([N+](=O)[O-])cc1Cl,-2,-5,-1,-9,-25,-22,-8,-9,1
O=C(CCN1CCOCC1)N/N=C/c1cc([N+](=O)[O-])ccc1OC(F)F,4,-6,2,-28,-31,-22,-8,-1,2
NC(=O)Cn1nc2sc3ccccc3n2c(=O)c1=O,0,-6,0,-15,-11,-25,-12,-5,1
CC(C)=NNC1=NC(C)(C)Cc2ccccc21,-2,7,3,-4,-12,-12,-3,-7,0
O=c1[nH]c(SCc2ccccc2)nc2c1cnn2-c1ccc(F)cc1,-6,4,10,-16,14,-7,-7,-14,0
CCN(CC#CCC1(O)c2ccccc2-c2ccccc21)C(C)C,0,3,0,-20,-16,-15[20 µM],-11,1,-4
COc1ccc(CNC(=S)Nc2cccc(C)c2)cc1,-3,-2,-1,-18,10,-5[20 µM],-7,3,3
Cc1ccc([N+](=O)[O-])cc1N=C(c1cccc([N+](=O)[O-])c1)N1CCOCC1,-2,-5,2,-13,16,-10[20 µM],0,-4,-1
COC(=O)C1=C(C)NC(C)=C(C(=O)OCCN(C)Cc2ccccc2)C1c1cccc([N+](=O)[O-])c1 (stereo not drawn),-1,-8,-2,2,36,-15,1,-3,-2
CCOC(=O)c1cnc2ccc(Br)cc2c1NCCO,2,0,3,-29,1,-18[20 µM],-5,-16,0
Cc1ccc(-n2ncc3c(=O)n(CC(=O)N4CCN(c5ccccc5)CC4)cnc32)cc1,3,-14,-7,-8,-1,-16,-6,2,3
COc1ccccc1OCC(=O)NCc1nc(-c2ccccc2)no1,-2,-4,1,-16,8,-4,-8,-1,-1
CCC(=O)NC(Nc1nc2ccc(C)cc2s1)(C(=O)OC)C(F)(F)F (stereo not drawn),3,-2,-5,-1,13,-11[20 µM],-4,-3,0
COC(=O)Cn1c(=NC(=O)CSCC(=O)Nc2cc(C)on2)sc2ccccc21,1,.,.,0,-22,-31,4,-2,0
CC(=O)c1oc2ccccc2c1NC(=O)CCCN1C(=O)c2ccccc2C1=O,-4,3,1,-8,-18,-15,-1,-3,-1
CCOc1ccc(N2C(=O)S/C(=C\c3cccn3C)C2=O)cc1,2,3,-1,-10,5,-12,-26,-9,1
COc1ccc(/C=C2/C(=O)N=C3SCCN32)cc1,-4,-9,9,-3,-13,-16[20 µM],-5,-29,0
CCS(=O)(=O)N1CCN(C(=O)c2cccc(OC)c2)CC1,0,-4,1,11,25,-6,-3,3,0
C=CCn1c(CNC(=O)c2ccccc2F)nnc1SCc1nc2ccccc2c(=O)[nH]1,0,-9,4,2,-16,-37,-10,3,-3
CCOCC(=O)N1CCC(Cc2ccccc2)CC1,-1,1,-5,2,18,-16,0,12,-2
CCC(=O)Nc1nc(C)c(Oc2ccccc2)c(=O)[nH]1,-3,2,5,-21,-9,-26,-16,5,-1
CN1C(=S)SC(N2OC3C(=O)N(c4ccccc4)C(=O)C3C2c2ccccc2)C1(C)C (stereo not drawn),3,-9,3,12,-11,-14,-39,-3,-5
CC(C)(C)OC(=O)N1CCCN(C(=O)Nc2cccc(Cl)c2)CC1,-5,1,1,-6,-11,-31,-4,-5,-2
CCc1ccccc1NC(=O)/C(=C/c1ccccc1)c1ccccc1,-1,-11,-6,8,30,-6[20 µM],-4,-4,-2
CN(C)S(=O)(=O)c1cccc(NC(=O)CNC2CCCCC2)c1,0,-4,-8,-2,-5,-15,-16,9,-2
C=CCOc1c(CNc2ccc3[nH]c(=O)[nH]c3c2)cccc1OC,.,-8,0,-10,-30,-28,-11,-7,.
COc1ccc(C2CC(=O)C3=C(C2)NC(C)=C(C(=O)Nc2ccccc2C)C3c2coc3ccc(C)cc3c2=O)cc1OC (stereo not drawn),-10,-11,8,-14,-28,-24[20 µM],-20,-19,-4
C#CCOCCOCCOCCNc1nc(N2CCN(C(=O)[C@H](CCC(=O)O)n3cc(C(N)[C@H](C)CC)nn3)CC2)nc(N2CCN(C(=O)[C@H](Cc3cc4ccccc4[nH]3)n3cc(C(N)[C@H](C)CC)nn3)CC2)n1 (stereo partly drawn),20,1,0,-5,-46,-34,.,-11,6
COc1c(C)cc(C(=O)C2CCCN(S(=O)(=O)c3c(C)noc3C)C2)cc1C (stereo not drawn),-5,-2,-1,1,34,-8,-4,2,-1
Fc1nc(F)c(F)c(NCCCNc2c(F)c(F)nc(F)c2F)c1F,-1,-2,2,-20,-5,-31,-6,4,-2
CN(C(=O)COC(=O)/C=C/c1ccc2ccccc2n1)C1CCS(=O)(=O)C1 (stereo not drawn),-1,-1,2,-9,-12,-32,-14,-11,-1
CC(C)C(c1nnnn1Cc1ccccc1)N1CCN(Cc2ccc3c(c2)OCO3)CC1 (stereo not drawn),-2,2,-2,-20,9,-29,9,4,-4
COc1ccc(Sc2ccc(/C=C3\C(=O)NN(c4ccccc4)C3=O)o2)cc1,-14,-10,1,4,-21,4,-7,0,0
COc1ccc(C(=O)NNC(=O)C(=O)NC(C)c2ccccc2)cc1OC (stereo not drawn),3,2,7,-8,18,-23,4,-1,.
O=C1c2ccccc2C(=O)N1CSc1nnnn1-c1ccccc1,1,-7,1,-10,-1,-21[20 µM],-13,0,3
COC(=O)c1cc(NC(=O)C2(S(=O)(=O)c3ccc(C)cc3)CC2)cc(C(=O)OC)c1,-4,0,3,0,-16,-3,-8,-6,-3
COc1ccc(-n2nnnc2SCC(N)=O)cc1,1,2,3,-22,2,-15[20 µM],-4,-6,0
O=C(O)C1CCCCC1C(=O)NCCCCc1ccccc1 (stereo not drawn),-7,1,1,-4,12,-22,-2,-4,-3
COc1ccc(CN2CCN(Cc3cn(C)nc3-c3ccccc3)CC2CCO)c(C)c1C (stereo not drawn),-2,0,3,-14,-25,-22,-7,-4,0
Cc1ccc(S(=O)(=O)N(C(=O)c2ccco2)c2cc3sc(=O)oc3c3ccccc23)cc1,37,40*,8,-9,-41,-14,-7,20,11
CCc1ccc(NC(=S)N(Cc2cccc(Br)c2)CC2CCC(C(=O)O)CC2)cc1 (stereo not drawn),-2,-5,-11,1,-27,-2,-5,4,-5
CN(C)C(=O)c1cn(-c2ccc(Cl)cc2)c(=O)c2ccccc12,3,-6,-3,1,9,-13,-3,-5,-1
CC(=O)c1cccc(NC(=O)c2oc(C)nc2C)c1,1,0,9,-4,-16,-17,-10,6,2
CSc1ccc(CN2CCN(C(=O)c3ccc([N+](=O)[O-])cc3)CC2)cc1,1,-6,-1,-8,17,-17,-9,-4,-61
Cc1ccc(Cn2nnnc2CN2CCC(NC(=O)C(C)(C)C)CC2)cc1,.,-4,4,-5,-4,-5,1,-3,.
CC(C)(C)N=C1NN=C(c2cc3ccccc3o2)CS1,5,-1,5,-41,10,-11,-1,-17,9
Cc1c(Cl)cccc1NC(=S)NC1CCN(Cc2ccccc2)CC1,-2,1,-1,-6,-2,-25,-30,4,3
CC(C)N1C(=O)CCC1C(=O)N1CCCc2ccccc21 (stereo not drawn),-1,-4,4,-9,-6,-32,-19,0,-3
O=C1CC(SCc2nc3ccccc3[nH]2)C(=O)N1c1cccc(F)c1 (stereo not drawn),-21,-14,-7,-16,-14,-8[20 µM],-10,7,0
CCn1c(SCC(=O)Nc2ccc3c(c2)OCO3)nc2ccccc21,-2,-1,-1,-14,-10,-13[20 µM],-19,6,1
O=c1cc(-c2ccccc2[N+](=O)[O-])oc2ccccc12,-2,6,3,-16,12,-7,-4,-6,0
COc1cccc(-n2c(Cc3cc(=O)[nH]c(=O)[nH]3)nnc2SCC(=O)N2CCCCC2)c1,0,-9,3,-6,0,-28,-2,-2,2
O=C(O)c1ccc2c(=O)n3c(nc2c1)/C(=C/c1cccc(Cl)c1Cl)CCCC3,-3,-8,-5,-5,-20,-7,-6,32,-9

(next part)
compound,Runt-SMMHC FRET,RBBP9 inhibitor,p97 inhibitor,EBV gp42 inh,m-calpain inh,Furin inhibitor,p47phox inh,TbHK1 inh,Runt-CBFb FRET
Cc1cc(NC(=O)CN2CC(C)OC(C)C2)n(-c2nc3ccccc3s2)n1 (stereo not drawn),-4,2,3,-3,-20,-5[20 µM],-4,-12,1
O=c1[nH]c2ccccc2n1CCCSCCCn1c(=O)[nH]c2ccccc21,4,-10,-5,-17,-6,-7,-10,-1,-1
O=C(C(=O)N1CCCc2ccccc21)c1c[nH]c2ccccc12,-6,4,-1,10,19,-6[20 µM],-7,-13,0
CCOc1ccc2oc(C(=O)OCC(=O)NC(=O)NC)c(C)c2c1,2,-4,3,-16,-60,-13,-18,-11,-2
CCCC(=O)Nc1nnc(-c2ccc(Cl)s2)o1,0,3,2,-6,-27,-9,4,-12,4
Cc1ccc2c(CN3CCN(S(=O)(=O)c4ccc5c(c4)OCCO5)CC3)cc(=O)oc2c1C,-1,-4,2,-13,-225,-22,-11,-19,-3
Cc1ccccc1C(=O)c1c[nH]c(C(=O)NCc2cccs2)c1,-7,-3,4,6,22,-16,-2,-2,-2
COc1ccc(NC(=O)NCCc2cccc(Cl)c2)cc1OC,0,-7,1,-2,-27,-21,-13,-5,-1
COc1ccc(Nc2nnc(SCC(=O)Nc3ccc4[nH]c(=O)[nH]c4c3)s2)cc1,-7,-7,-3,4,-26,-20,.,-11,0
O=C(CNC(=O)c1cccs1)NCC(=O)OCc1ccccc1Br,-8,0,-1,5,16,-16,6,10,1
Cc1ccc(NC(=O)CCl)c(C)c1,3,-5,-4,-10,10,-10,0,0,3
CN1C(=O)/C(=C/c2cn(CC(=O)N3CCCCC3)c3ccccc23)c2ccccc21,-9,-2,2,-12,-57,-15[20 µM],-8,-12,-4
O=C(CCc1ccccc1)N1CCN(c2ccc(F)cc2)CC1,2,5,0,-8,9,-15,-6,-2,2
CCOc1ccc(N=Nc2cc(C(C)C)ccc2O)cc1,-6,5,-2,-5,14,-4,5,-5,-8

High-throughput results (PubChem BioAssay)
